# Assay outcomes from PubChem BioAssay.
# CHOP UPR activ: activators of apoptotic arm of unfolded protein response (CHOP); CHO-CHOP luciferase reporter, UPR activation, luminescence; percent of tunicamycin response over DMSO baseline; activation, % at 10 µM; 330,000 tested, 0.34% active;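 active means at 10 µM dose, activation of 40% or more, normalized to positive control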;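 further: 100% = tunicamycin at 10 µg/mL and 0% = DMSO alone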
#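 measured by = luciferase luminescence | assay system = CHO-CHOP cells, stable luciferase reporter of PERK-eIF2a-CHOP signalling | amount = 500 reporter cells seeded per well | timing = 6 h compound exposure at 37 °C after overnight seeding | controls = positive tunicamycin 10 µg/mL, negative DMSO alone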
# CXCR6 block: blocks human CXCR6 beta-arrestin recruitment. O00574. CHO-K1 PathHunter CXCR6 beta-arrestin, luminescence. inhibition, % at 20 µM. 360,000 tested, 0.36% active. AID 602244; in the data active means inhibition above about 34%, passing the limit was not always enough;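 further: antagonist mode with CXCL16 agonist at 10 nM final; 0% = 10 nM CXCL16 with DMSO and 100% = unstimulated wells without agonist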
# Target sequence (O00574 whole entry, looked up): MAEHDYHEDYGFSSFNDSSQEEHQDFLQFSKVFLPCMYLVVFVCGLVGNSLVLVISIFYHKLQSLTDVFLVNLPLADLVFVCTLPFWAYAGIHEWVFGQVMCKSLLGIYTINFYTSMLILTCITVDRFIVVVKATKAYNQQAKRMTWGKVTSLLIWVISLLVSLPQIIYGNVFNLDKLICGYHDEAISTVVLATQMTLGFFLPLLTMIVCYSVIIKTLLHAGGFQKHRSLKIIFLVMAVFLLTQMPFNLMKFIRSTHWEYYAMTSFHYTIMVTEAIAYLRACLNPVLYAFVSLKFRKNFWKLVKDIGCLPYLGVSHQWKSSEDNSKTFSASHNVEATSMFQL
# EBI2 block: antagonists of human EBI2 receptor | EBI2 beta-arrestin recruitment, luminescence, 7a,25-OHC stimulated | inhibition, % at 5 µM | 360,000 tested, 0.81% active; in the data active means inhibition above about 38%;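 further: enzyme fragment complementation signal reports receptor beta-arrestin coupling in cells; 0% = agonist plus DMSO wells and 100% = wells without agonist; some results beyond the cut were filed as inactive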
# Target sequence (P32249 whole entry, looked up, the tested form may be a part): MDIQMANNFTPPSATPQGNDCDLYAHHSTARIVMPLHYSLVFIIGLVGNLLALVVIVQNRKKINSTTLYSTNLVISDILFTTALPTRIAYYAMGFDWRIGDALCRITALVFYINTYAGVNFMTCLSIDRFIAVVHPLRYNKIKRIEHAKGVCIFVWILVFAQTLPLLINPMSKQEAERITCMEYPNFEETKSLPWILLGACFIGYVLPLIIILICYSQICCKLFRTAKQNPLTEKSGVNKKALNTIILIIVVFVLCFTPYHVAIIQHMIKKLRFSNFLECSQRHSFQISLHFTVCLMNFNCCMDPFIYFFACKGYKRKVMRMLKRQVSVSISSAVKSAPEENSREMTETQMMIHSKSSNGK
# 697 NFkB inh: lowers PMA/ionomycin-induced NF-kB signal in 697 B cells | inhibition, % at 4 µM | 697 B-cell NF-kB luciferase reporter, 16 h | 330,000 tested, 0.33% active; in the data active means inhibition above about 35%
# Gli-Sufu block: antagonists of Gli-Sufu signaling. Sufu-KO-LIGHT fibroblasts, Gli luciferase reporter luminescence. inhibition, % at 5 µM. 340,000 tested, 0.74% active. AID 588413;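 active means inhibition above about 55%, limit read from the data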;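 further: 0% = DMSO-treated cells and 100% = wells with medium but no cells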
# Mdm2-MdmX inh: human Mdm2/MdmX binding inhibition. O15151+Q00987. SaOS-2 split-luciferase Mdm2/MdmX complementation, luminescence. inhibition, % at 8 µM. 330,000 tested, 3% active. AID 485346;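 active means inhibition of at least 50% at 8 µM in the primary screen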
# CCR6 antagonist: antagonists of human CCR6 receptor; P51684; CHO-K1 CCR6 PathHunter beta-arrestin, luminescence, CCL20-stimulated; inhibition, % at 20 µM; 340,000 tested, 0.49% active;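 active means compounds whose inhibition of the agonist-driven luminescence signal at 20 µM reaches about 50%, limit read from the data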;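 further: cells stimulated with CCL20 at 14 nM final; plate controls were DMSO with CCL20 for no effect and DMSO without agonist for full effect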
# Target sequence (P51684 whole entry, looked up): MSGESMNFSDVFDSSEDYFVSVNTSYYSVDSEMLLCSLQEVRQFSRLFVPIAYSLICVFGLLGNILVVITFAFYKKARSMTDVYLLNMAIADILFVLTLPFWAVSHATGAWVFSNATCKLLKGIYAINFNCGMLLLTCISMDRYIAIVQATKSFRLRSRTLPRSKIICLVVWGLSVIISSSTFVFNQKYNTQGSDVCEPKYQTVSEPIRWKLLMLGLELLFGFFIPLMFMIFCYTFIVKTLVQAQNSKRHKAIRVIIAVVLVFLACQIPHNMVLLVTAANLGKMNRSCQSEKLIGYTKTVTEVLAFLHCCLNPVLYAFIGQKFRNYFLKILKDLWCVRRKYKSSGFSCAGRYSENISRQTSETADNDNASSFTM
# Jurkat NFkB inh: inhibitors of the PMA/ionomycin-induced NF-kB reporter in Jurkat cells. PMA/ionomycin-induced NF-kB luciferase reporter, luminescence. inhibition, % at 4 µM. 330,000 tested, 0.53% active. AID 435003; in the data active means inhibition above about 50%
# UPR XBP1 act: adaptive UPR (XBP1) activation | CHO-XBP1 luciferase reporter, IRE1-XBP1 UPR activation, luminescence; percent of tunicamycin response, DMSO as zero | activation, % at 20 µM | 330,000 tested, 0.33% active | AID 463104;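 active means versus positive control, 20 µM dose yields 30% or more activation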;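 further: 100% = tunicamycin at 10 µg/mL and 0% = DMSO only wells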
#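 Signal: luciferase luminescence; Assay system: CHO-XBP1 luciferase reporter cells; Amount: one thousand reporter cells per well; Dosing: 20 µM single concentration, DMSO 1%; Benchmarks: high control tunicamycin 10 µg/mL final, low control DMSO vehicle only; Schedule: 6 h compound exposure at 37 °C, 5% CO2; Evaluation: percent activation relative to tunicamycin reference.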
# * hit, by the source's call; . = not tested or not shown.
item	smiles	CHOP UPR activ	CXCR6 block	EBI2 block	697 NFkB inh	Gli-Sufu block	Mdm2-MdmX inh	CCR6 antagonist	Jurkat NFkB inh	UPR XBP1 act
1	O=C(CSc1nnnn1-c1ccc(Cl)cc1)NNC(=O)c1ccc([N+](=O)[O-])cc1	1.0	-7	-2	12	6	-13	6	7	1
2	O=C(NC(=S)NCc1cccnc1)c1ccccc1	1.8	-8	-7	19	-3	-5	9	-9	3
3	CC(=O)OC1(C(F)(F)F)Oc2ccccc2NC1=O (stereo unspecified)	1.7	-12	-8	23	-22	-13	-6	-1	2
4	N#C/C(=C\c1ccc2c(c1)OCO2)C(=O)NCc1ccco1	2.0	-1	-8	-7	-5	15	-8	-3	1
5	Cc1c(NC(=O)CN2C(=O)NC(C)(c3ccc4c(c3)OCCO4)C2=O)c(=O)n(-c2ccccc2)n1C (stereo unspecified)	1.1	1	-8	-7	4	6	-1	12	2
6	O=C(NCCCN1CCOCC1)c1c(O)c2ccccc2[nH]c1=O	-1.4	2	-2	1	1	-7	-1	-10	-1
7	O=C(CN1C(=O)c2ccccc2C1=O)NCC(=O)OCC(=O)c1cccc([N+](=O)[O-])c1	1.6	24	16	12	2	-10	49	-3	-3
8	CCOC(=O)C1CCCN(Cc2c(C(=O)N3CCCCC3)nc3c(C)cccn23)C1 (stereo unspecified)	0.3	-1	2	5	22	19	-2	0	-3
9	CC(C)=CC(=O)OCC(=O)Nc1ccc(Cl)cn1	-2.2	14	5	-5	0	14	-3	9	3
10	O=C(COC(=O)c1ccc(Br)o1)Nc1ncc([N+](=O)[O-])s1	4.6	11	7	7	-6	9	16	-8	-1
11	CC(C)CCNC(=O)CN(Cc1ccc(F)cc1)C(=O)CCC(=O)Nc1ccccn1	-0.2	6	-2	6	18	-9	13	-20	2
12	CCCOc1ccc(N2C(=O)CC(N3CCC(c4nncn4CC)CC3)C2=O)cc1 (stereo unspecified)	-0.3	6	3	21	-1	7	-12	-12	-3
13	COc1ccc(-n2ncc3c(NCc4ccc5c(c4)OCO5)ncnc32)cc1	4.4	0	-3	-18	-48	59*	-2	-38	7
14	Cc1cccc(C(=O)NCC(=O)NC(C)c2ccc(-n3ccnc3)cc2)c1 (stereo unspecified)	-1.8	5	2	24	-1	2	8	5	-2
15	O=S(=O)(c1ccc(Cl)cc1)N1CCCC(C(F)(F)F)C1 (stereo unspecified)	-0.8	0	8	-7	2	19	8	-1	6
16	COc1ccc(C(=O)CC2SC(N)=NC2=O)cc1 (stereo unspecified)	-0.8	-13	-6	-17	-7	21	6	11	0
17	CCOc1ccc(NC(=O)CC2CC(C)(C)OC2=O)cc1 (stereo unspecified)	0.6	-5	-8	12	-3	-6	-7	-9	-1
18	Cn1c(OCc2ccc3c(c2)OCO3)nc2c1c(=O)n(Cc1cccc(Cl)c1)c(=O)n2C	-1.5	7	10	13	2	-11	25	0	-1
19	CC(=O)C1=C(C)NC2(O)c3ccccc3C(=O)C12O (stereo unspecified)	-1.4	-23	8	26	13	10	15	6	1
20	O=c1nc2c(-c3ccccc3F)n[nH]n2c2ccccc12	2.6	-9	-8	-52	-62	-29	3	10	4

# Among those listed so far, these contain a nitro group on carbon.
item	smiles	CHOP UPR activ	CXCR6 block	EBI2 block	697 NFkB inh	Gli-Sufu block	Mdm2-MdmX inh	CCR6 antagonist	Jurkat NFkB inh	UPR XBP1 act
1	O=C(CSc1nnnn1-c1ccc(Cl)cc1)NNC(=O)c1ccc([N+](=O)[O-])cc1	1.0	-7	-2	12	6	-13	6	7	1
7	O=C(CN1C(=O)c2ccccc2C1=O)NCC(=O)OCC(=O)c1cccc([N+](=O)[O-])c1	1.6	24	16	12	2	-10	49	-3	-3
10	O=C(COC(=O)c1ccc(Br)o1)Nc1ncc([N+](=O)[O-])s1	4.6	11	7	7	-6	9	16	-8	-1

# Another view of six compounds above:
# Values run as follows: CHOP UPR activ | CXCR6 block | EBI2 block | 697 NFkB inh | Gli-Sufu block | Mdm2-MdmX inh | CCR6 antagonist | Jurkat NFkB inh | UPR XBP1 act
(12) CCCOc1ccc(N2C(=O)CC(N3CCC(c4nncn4CC)CC3)C2=O)cc1 (stereo unspecified)
 : -0.3 | 6 | 3 | 21 | -1 | 7 | -12 | -12 | -3
(13) COc1ccc(-n2ncc3c(NCc4ccc5c(c4)OCO5)ncnc32)cc1
 : 4.4 | 0 | -3 | -18 | -48 | 59* | -2 | -38 | 7
(14) Cc1cccc(C(=O)NCC(=O)NC(C)c2ccc(-n3ccnc3)cc2)c1 (stereo unspecified)
 : -1.8 | 5 | 2 | 24 | -1 | 2 | 8 | 5 | -2
(15) O=S(=O)(c1ccc(Cl)cc1)N1CCCC(C(F)(F)F)C1 (stereo unspecified)
 : -0.8 | 0 | 8 | -7 | 2 | 19 | 8 | -1 | 6
(16) COc1ccc(C(=O)CC2SC(N)=NC2=O)cc1 (stereo unspecified)
 : -0.8 | -13 | -6 | -17 | -7 | 21 | 6 | 11 | 0
(17) CCOc1ccc(NC(=O)CC2CC(C)(C)OC2=O)cc1 (stereo unspecified)
 : 0.6 | -5 | -8 | 12 | -3 | -6 | -7 | -9 | -1

# More records.
item	smiles	CHOP UPR activ	CXCR6 block	EBI2 block	697 NFkB inh	Gli-Sufu block	Mdm2-MdmX inh	CCR6 antagonist	Jurkat NFkB inh	UPR XBP1 act
21	C=CCn1cc(/C=N/NC(=O)COc2cccc3cccnc23)c2ccccc21	2.0	3	10	5	.	15	-16	5	4
22	Cc1c(N(C)S(=O)(=O)c2ccc(Cl)c(C(=O)NCC(C)(C)N3CCOCC3)c2)c(=O)n(-c2ccccc2)n1C	.	-7	-8	.	-1	.	-2	.	.
23	COc1ccc(NC(=O)C2CCCN2C(=O)NCc2ccccc2)c(OC)c1 (stereo unspecified)	1.0	6	-7	-9	5	0	3	-4	1
24	CCN1CCN(c2ccc(S(=O)(=O)N3CCOCC3)cc2NC(=O)c2ccc(OCC(C)C)cc2)CC1	.	8	-11	.	9	.	2	.	.
25	COc1ccc(NC(=O)N2CCCC2C(=O)Nc2ccccc2)cc1 (stereo unspecified)	-0.5	9	-13	21	-76	-6	12	8	-4
26	C#CCOC(=O)/C(=C/c1ccc(F)cc1)NC(C)=O	1.3	-4	-18	2	2	-29	12	1	-2
27	O=C(CN(C1CCCCC1)S(=O)(=O)c1ccc(F)cc1)NC1CC1	2.5	7	-15	-7	3	11	-1	0	-1
28	Cc1ccc(C2CC(c3ccco3)=NN2S(C)(=O)=O)cc1 (stereo unspecified)	2.0	-1	2	-34	-5	-2	6	-12	3
29	COc1ccc(Cl)cc1NC(=O)c1cccnc1	-2.3	-2	-6	23	6	2	-7	-10	-3
30	Oc1ccccc1/C=N/NC(=S)NC1CC2CC1C1C=CCC21 (stereo unspecified)	9.3	18	39	-125	-26	36	28	-2	9
31	CCOC(=O)CCCCCNC(=O)c1ccc(F)cc1F	-0.5	1	-5	7	-8	3	4	-5	-1
32	CN(C)CCCN(C(=O)c1ccc(S(=O)(=O)N2CCc3ccccc32)cc1)c1nc2ccc(F)cc2s1	2.6	0	-1	8	20	34	19	-2	5
33	CCn1cc(Br)c(C(=O)N(C)Cc2ccccc2)n1	0.4	-2	5	2	-4	6	17	8	2
34	Nc1cc(C(=O)OCC(=O)NNC(=O)c2ccccc2F)ccc1Cl	-0.4	6	0	14	11	22	4	11	-2
35	O=C(O)C1C(c2ccccc2)C(C(=O)OCCCO)C1c1ccccc1 (stereo unspecified)	-1.4	-6	-7	4	1	15	1	-10	0
36	COc1ccc(NS(=O)(=O)c2cccc(C(=O)NCC3(N4CCOCC4)CCCCC3)c2)cc1	1.7	12	-2	-5	16	10	19	-1	-2
37	CNC(=O)c1cc(S(=O)(=O)N2CC(C)OC(C)C2)ccc1N1CCOCC1 (stereo unspecified)	0.3	-3	9	-43	-4	-11	0	-16	-5
38	COc1ccc(C(=O)NCc2ccc3c(c2)OCO3)c(OC)c1	2.0	2	-6	-2	17	-11	16	-22	-2
39	O=[N+]([O-])c1cccc(C=NNc2ccccc2)c1	.	6	-2	.	-27	.	25	.	.
40	O=C(Nc1cccnc1)c1ccc(S(=O)(=O)c2ccccc2)cc1	0.5	-12	0	-11	-3	-4	-19	13	-2

# (list continues)
item	smiles	CHOP UPR activ	CXCR6 block	EBI2 block	697 NFkB inh	Gli-Sufu block	Mdm2-MdmX inh	CCR6 antagonist	Jurkat NFkB inh	UPR XBP1 act
41	O=[N+]([O-])c1cccc(/C([O-])=C(/C(=S)Nc2cccc3ccccc23)[n+]2ccccc2)c1	.	-10	-3	.	15	.	10	.	.
42	CN1CCN(CCOc2cccc(Cl)c2)CC1	1.5	-4	-4	21	6	20	4	-13	1
43	CNC(=O)c1cn(-c2ccccc2)c(=O)c2ccccc12	-0.7	0	-6	-2	3	19	-2	15	2
44	O=C(NCc1ccc(F)cc1)C1CCCN1C(=O)Nc1ccc(Cl)cc1 (stereo unspecified)	-0.2	0	-11	10	3	-29	3	8	-4
45	CCOC(=O)C1(C)NC(c2ccco2)C2C(=O)N(CC)C(=O)C21 (stereo unspecified)	1.1	-3	8	3	-4	2	18	-5	-2
46	CC(C)N(Cc1ccccc1)S(=O)(=O)N(C)C	-1.3	5	-2	17	4	12	7	2	-1
47	Cc1cc(NC(=O)CCC(=O)N(c2ccc(F)cc2)C(C(=O)NC2CCCC2)c2ccccc2)no1 (stereo unspecified)	0.5	-4	-1	15	16	-4	14	17	-4
48	N#Cc1c(NC(=O)c2cnn3cccnc23)sc2c1CCCC2	4.6	-3	5	-22	-52	15	4	-89	0
49	O=C(OCC(=O)N1CCCCCC1)c1ccc(Cl)nc1	1.1	-22	-6	-8	-7	0	0	-7	2
50	COC(=O)C1=C(C)NC(C)=C(C(=O)O[C@@H]2CCCN(Cc3ccccc3)C2)[C@@H]1c1cccc([N+](=O)[O-])c1	6.7	13	34	2	9	54*	22	-1	-6
51	CC(C)CC(=O)NC(c1ccccc1Cl)c1c(O)ccc2ccccc12 (stereo unspecified)	1.3	4	31	-25	-11	21	10	8	-2
52	CC(C)N(C(=S)NC1CC2CCC1C2)c1ccccc1 (stereo unspecified)	0.4	0	-2	-21	19	-17	9	-5	2
53	CCOC(=O)c1c(CN(CC)CC)n(-c2ccccc2)c2ccc(O)cc12	1.6	-1	-2	-4	28	7	6	-11	3
54	Nc1c(-c2ccccc2)cnc2cc(-c3ccccc3)nn12	.	-8	28	.	-131	.	13	.	.
55	CCOc1ccc(CN(C)C(=O)NNC(=O)c2ccc(C)cc2)cc1OC	1.8	-11	0	8	28	14	-1	3	0
56	Cc1ccc(C)c(N2CCN(C(=O)c3ccc(CSc4nc5ccncc5[nH]4)cc3)CC2)c1	4.2	1	4	-6	4	-10	3	-1	1
57	Cc1ccccc1CN1CCN(CC2CC3C=CC2C3)CC1 (stereo unspecified)	-2.8	-6	10	2	2	15	-24	7	-6
58	CCOc1ccc(S(=O)(=O)NCc2ccc(C)cc2)c2cccnc12	1.2	-5	-1	17	3	-2	5	15	-3

# Three records picked at random from those above:
item	smiles	CHOP UPR activ	CXCR6 block	EBI2 block	697 NFkB inh	Gli-Sufu block	Mdm2-MdmX inh	CCR6 antagonist	Jurkat NFkB inh	UPR XBP1 act
53	CCOC(=O)c1c(CN(CC)CC)n(-c2ccccc2)c2ccc(O)cc12	1.6	-1	-2	-4	28	7	6	-11	3
41	O=[N+]([O-])c1cccc(/C([O-])=C(/C(=S)Nc2cccc3ccccc23)[n+]2ccccc2)c1	.	-10	-3	.	15	.	10	.	.
44	O=C(NCc1ccc(F)cc1)C1CCCN1C(=O)Nc1ccc(Cl)cc1 (stereo unspecified)	-0.2	0	-11	10	3	-29	3	8	-4

# Rows are unselected; about 5% have a hit in one of these screens.
